Screens deposited in PubChem by Fisher Drug Discovery Resource Center.
mcGAS lum = inhibitors of mouse cGAS; Q8C6L5; inhibition, % at 12.5 µM; recombinant cGAS, Kinase-Glo ATP depletion luminescence; 160,000 tested, 0.15% active;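 note: 0% = negative control wells and 100% = reference inhibitor with no enzyme activity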
hcGAS inh = human cGAS inhibition | recombinant h-cGAS, ATP depletion, Kinase-Glo luminescence | inhibition, % at 12.5 µM | Q8N884 | 290,000 tested, 0.081% active;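 note: 0% = vehicle reaction and 100% = reaction without DNA for no activity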
Target sequence (Q8N884 whole entry, looked up): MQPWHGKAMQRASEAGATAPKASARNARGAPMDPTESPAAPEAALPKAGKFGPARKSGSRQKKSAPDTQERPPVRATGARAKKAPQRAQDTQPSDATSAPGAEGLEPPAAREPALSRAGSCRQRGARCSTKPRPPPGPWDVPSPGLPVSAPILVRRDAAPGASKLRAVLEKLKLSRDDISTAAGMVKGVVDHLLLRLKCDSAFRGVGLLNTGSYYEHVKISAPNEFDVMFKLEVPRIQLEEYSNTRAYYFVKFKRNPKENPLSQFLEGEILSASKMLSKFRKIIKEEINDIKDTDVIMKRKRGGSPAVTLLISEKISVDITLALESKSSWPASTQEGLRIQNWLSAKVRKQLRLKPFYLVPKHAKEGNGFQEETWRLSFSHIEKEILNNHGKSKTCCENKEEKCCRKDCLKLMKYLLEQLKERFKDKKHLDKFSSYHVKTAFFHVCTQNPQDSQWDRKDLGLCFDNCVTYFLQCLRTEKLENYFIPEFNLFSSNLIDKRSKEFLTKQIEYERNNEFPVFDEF
NPYLR7 agonist = activates Aedes aegypti NPYLR7 receptor; HEK293T NPYLR7/Galpha15, GCaMP6s calcium fluorescence; activation, % at 10 µM; 270,000 tested, 0.15% active; in the data active = activation above about 40%;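 note: 0% = vehicle and 100% = reference agonist at the receptor; some compounds past the cut are filed as inactive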
* = called active by the depositor; · = no result given; & = joins results of further samples. Cut-off read from the data, not from the text of the source, unless noted: active = inhibition above about 40%; inactive = the rest.

Screens in order: mcGAS lum, hcGAS inh, NPYLR7 agonist
OCC1(CNc2cc(C3CCCNC3)ncn2)CCC1 (stereo not given)
 : -4, -7, ·
Cc1cc(C)nc(NN=Cc2ccc(C3C=CCC3)s2)n1 (stereo not given)
 : ·, 0, 3
CN(CC1CCN(CCc2ccc(Cl)cc2)CC1)C(=O)c1cccc(N(C)C)c1
 : -10, -9, 9
COc1ccc(C(=O)NC2CCN(Cc3ccccc3)CC2)cc1F
 : -5, -5, 5
COc1ccc(C2c3ccsc3CCN2C(=O)CN(CC(C)C)S(=O)(=O)c2ccc(NC(C)=O)cc2)cc1 (stereo not given)
 : -3, 2, -4
Cc1cc(Oc2ccc(F)cc2F)nc(SCc2ccc(C(C)(C)C)cc2)n1
 : -4, -3, 22
CCCCc1ccc(NC(=O)c2cccn(OCc3cccc(Cl)c3)c2=O)cc1
 : -7, -7, 14
CC(C)C1CN(C(=O)Cn2cnc3ccccc3c2=O)CCCN1CC1CC1 (stereo not given)
 : ·, 2, 10
CCCCCCCC(=O)Nc1c(-c2ccccc2C)nc2ccc(C)cn12
 : -7, -8, -2
Clc1ccc(C2(NCCCn3cncn3)CCC2)cc1
 : ·, -11, 9
O=S(=O)(C=C(c1ccccc1)c1ccccc1)c1ccccc1
 : ·, -1, 6
O=C(NCc1ccccc1)c1ccc2[nH]c3c(c2c1)CCCC3
 : ·, -4, -6
Cc1ccc2sc(N(CCCN3CCOCC3)C(=O)c3cc(Cl)sc3Cl)nc2c1C
 : -11, -9, 0
Cc1nc2c(C(N)=O)cnn2c(C)c1CCC(=O)Nc1cc(F)ccc1F
 : ·, -4, -1
CCOC(=O)C1CCCN(C(=O)c2cccc(CSc3nc(-c4ccccc4)cc(N(C)CCc4ccc(OC)c(OC)c4)n3)c2)C1 (stereo not given)
 : -6, -15, 13
O=C(Cc1ccccc1)N(Cc1c(-c2ccccc2)noc1N1CCSCC1)C1CC1
 : -5, -4, 7
CCC1=NOC(CNC(=O)Cc2c(C)nn(-c3ccccc3)c2C)C1 (stereo not given)
 : ·, -1, 11
COc1ccc(C2SCC(=O)N(CC(=O)N3CCOCC3)c3c2c(-c2ccccc2)nn3-c2ccc(F)cc2)cc1OC (stereo not given)
 : -7, -14, 14
CC(C)=C(NC(=O)c1ccccc1)C(=O)NN=C1CCN(Cc2ccccc2)CC1
 : ·, 0, -5
CCc1cc(CNC(=O)N2CCCC(C)(C)CC2)on1
 : ·, -9&-8, 8&-23
Cc1cc(C)n2c(SCC(=O)NCCOc3ccccc3)nnc2n1
 : ·, 4, 11
OCCN1CCC(Cn2ccnc2C2CC=CCC2)CC1 (stereo not given)
 : ·, -11, 12
Cc1ccc(CCC(=O)NCCc2n[nH]c(C)n2)c(C)c1
 : 3, 3, -3
O=C(Cn1cc(-c2nnco2)ccc1=O)NCC1(c2ccccc2)CC1
 : ·, 3, -4
Cn1nc(-c2cccs2)cc1C(=O)N1CCC(O)(c2ccccn2)CC1
 : ·, -6, 2
Cc1nc(-c2ccccc2)c(C(=O)NCCCc2csc(N)n2)s1
 : -19, -5, 4
Cc1cc(C(=O)CC#N)c(C)n1CC(F)(F)F
 : -5, -8, -1
COC(CNC1CCN(c2ccc3c(c2)OCO3)CC1)c1cccs1 (stereo not given)
 : ·, -4, -2
CC1CN(CC(=O)NCc2nc(-c3ccccc3)cs2)Cc2cc(Cl)ccc2O1 (stereo not given)
 : -12, -5, 4
O=C(N=Nc1c(O)[nH]c2ccc(Br)cc12)c1ccc2c(c1)OCO2
 : ·, 3, 17
CC(CC(=O)NNc1nccc(C(F)(F)F)n1)n1ccnc1 (stereo not given)
 : ·, -11, 6
CCC(C)N(Cc1cccnc1)C(=O)c1cc(-c2cnn(C)c2C)n[nH]1 (stereo not given)
 : -8, -4, 6
O=C(NCCc1cccs1)Nc1cccc2[nH]c([C@@H]3O[C@H](CO)[C@@H](O)[C@H](O)[C@H]3O)nc12
 : -4, -2, 15
CCOC(=O)c1cc2c(nc1C)-c1cc(Cl)cc(Cl)c1OC2O (stereo not given)
 : ·, 0&12, 4&-6
O=C(COc1ccc(Cl)cc1)N1CCN(c2ccc3nnc(-c4ccco4)n3n2)CC1
 : ·, -5, 0
CC(=O)c1cc(CN2CCCC2c2nc3ccc(C)cc3[nH]2)cs1 (stereo not given)
 : -10, -5, 1
CC(C)(C)c1ccc(C(=O)Nc2nc3c(s2)C(=O)CCC3)cc1
 : ·, -4, 4
COc1ccccc1C(CNc1ncnc2c1cnn2C)N1CCCC1 (stereo not given)
 : ·, -1, -3
Cc1cccc(Nc2ncc3c(n2)CC(c2ccccc2O)CC3=O)c1 (stereo not given)
 : ·, -8, -1
Nc1cc(-c2ccc(Cl)c(Cl)c2)nn1-c1ccc(C(=O)NCCOc2ccccc2)cc1
 : -5, -4, 0

Remaining list, next part
SMILES	mcGAS lum	hcGAS inh	NPYLR7 agonist
N#Cc1ccc(COC(CN2CCN(C(=O)c3cc4ccccc4s3)CC2)c2cccc(N3CCCC3)c2)cc1 (stereo not given)	-6	-4	·
Cc1cc(O)c(C(c2ccncc2)N2CCC(Cc3ccccc3)CC2)c(=O)n1Cc1ccco1 (stereo not given)	·	2	5
CN(CCc1ccccn1)C(=O)c1cc(COc2ccccc2)[nH]n1	·	-4	1
CN(C)c1cc(C(=O)NCc2ccc(Cl)s2)ccn1	-5	-2	2
Nc1nc(-c2ccccc2Cl)co1	-11	-10	-2
COc1ccc(/C=C/CN2CCN(c3ncc(Cl)cn3)CC2)cc1	·	-9	2
COc1ccccc1N1C(=O)/C(=C/c2ccc(-c3cc(Cl)ccc3Cl)o2)C=C1c1ccccc1	-7	-7	1
CCN(C(=O)c1cc(C)c(C)c(S(=O)(=O)N(C)C)c1)c1ccc(F)cc1	·	4	2
CCOC(=O)C1(CC2CCCCO2)CCN(S(=O)(=O)c2ccc(F)cc2Cl)CC1 (stereo not given)	·	-6	4
COc1nc(-c2cccc(C(F)(F)F)c2)n(-c2ccc(NC(=O)CCCCl)cc2)n1	-3	-3	15

Two of these compounds in a different format.
> CN(C)c1cc(C(=O)NCc2ccc(Cl)s2)ccn1
  mcGAS lum: -5
  hcGAS inh: -2
  NPYLR7 agonist: 2
> Nc1nc(-c2ccccc2Cl)co1
  mcGAS lum: -11
  hcGAS inh: -10
  NPYLR7 agonist: -2

Back to the main list, repeating the four entries before the break.
SMILES	mcGAS lum	hcGAS inh	NPYLR7 agonist
COc1ccccc1N1C(=O)/C(=C/c2ccc(-c3cc(Cl)ccc3Cl)o2)C=C1c1ccccc1	-7	-7	1
CCN(C(=O)c1cc(C)c(C)c(S(=O)(=O)N(C)C)c1)c1ccc(F)cc1	·	4	2
CCOC(=O)C1(CC2CCCCO2)CCN(S(=O)(=O)c2ccc(F)cc2Cl)CC1 (stereo not given)	·	-6	4
COc1nc(-c2cccc(C(F)(F)F)c2)n(-c2ccc(NC(=O)CCCCl)cc2)n1	-3	-3	15
CCc1ccccc1-c1cccc(-n2cnnc2)c1	2	-3	8
COc1cccc(C(O)c2ncc(-c3ccc(C(F)(F)F)cc3)[nH]2)c1 (stereo not given)	·	-12	2
CC1(C(=O)NS(=O)(=O)c2cccc(OC(F)F)c2)CCN1C(=O)Cc1cccc2ccccc12 (stereo not given)	·	-7	5
COc1ccc(CCN(C)S(=O)(=O)c2ccc(OC)c(N3CCN(S(=O)(=O)c4ccc(Br)cc4)CC3)c2)cc1OC	-9	-2	25
CO[C@@H](C(=O)N1CC(c2cccnc2)C1)c1ccccc1	·	-5	16
COCCOCC(=O)N1CCCN(Cc2cc(=O)c(OCc3ccc(C(F)(F)F)cc3)co2)CC1	-7	-5	0
COc1ccc(C)cc1NC(=O)CSc1nc(=O)n(CCO)c2c1CCC2	-8	-6	-4
Cc1ccc(C(=O)CSc2nnc(-c3ccco3)n2C)c(C)c1	·	-5	-1
COc1ccc2c(c1)CCN2C(=O)NC(c1ccccc1)C(C)(C)C (stereo not given)	·	-3	4
N[C@H](Cc1c[nH]c2ccccc12)C(=O)NCc1cccnc1N1CCOCC1	·	-6	5
O=C(COCc1ccccc1)N1CCN(c2nc(-c3ccco3)nc3cc(Cl)ccc23)CC1	-6	-5	-3
Cc1cccc(NC(=O)c2ccccc2Cl)c1C(=O)N1CCCC1	·	-5	5
Cc1cc2n(CC(O)CN3CCC(C)CC3)c(=O)c3ccccc3n2n1 (stereo not given)	·	4	-2
CC(Oc1ccc(C#N)cc1)C(=O)NCCCCOc1ccccc1 (stereo not given)	-18	-12	1
CCN(CC)c1c(C)nc2ccc(C(=O)NCCN(C)C)cn12	-2	-8	-2
CCNC(=O)[C@@H]1C[C@@H](N)CN1C(=O)c1nn(C)c2c1CCCC2	·	-3	-3
C=CCn1c2ccccc2c2nc3ccccc3nc21	-3	-2	10
Cc1nc(C)c(CC(=O)NC2CCCc3c2cnn3-c2ccc(C)c(C)c2)s1 (stereo not given)	-9	-8	14
CCOC(=O)N1CCN(c2c(N3CCN(CC)CC3)c(=O)c2=O)CC1	-4	-10	3
N#Cc1c(NC(=O)c2nn3c(C(F)(F)F)cc(-c4ccccc4)nc3c2Br)sc2c1CCCCC2	-7	-5	-8
Cc1cc(C)cc(-c2nc3ccccn3c2NC(=O)CCCCl)c1	-8	-8	-2
Cc1cccc(CSc2nnc(CNC(=O)/C=C/c3ccccc3)n2-c2cc(Cl)ccc2Cl)c1	-4	0	16
CCC(C)(C(=O)NC1CCCC1)N(CC1CCCO1)C(=O)c1cnccn1 (stereo not given)	·	6	2
Cc1c(C)n2c3c(=O)n(C)c(=O)n(C)c3nc2n1Cc1ccco1	-5	-8	0
C=CCOc1ccc(/C=C2/C(=O)NC(=O)N(CC=C)C2=O)cc1OCC	-5	-2	3
COc1ccccc1-n1c(SCc2nc(C(=O)O)cs2)nnc1-c1cccnc1	·	-6	1
COc1ccc(N2C=C3C(=O)c4ccccc4OC3SCC2=O)cc1 (stereo not given)	·	-5	-6
CCCN(CC(=O)N1CCc2sccc2C1c1ccc(C(C)(C)C)cc1)C(=O)C(Cl)c1ccccc1 (stereo not given)	2	9	-11
Cn1ncc(I)c1C(=O)NCc1cc(C(C)(C)C)n[nH]1	·	0	7
CCc1ccc(C2=Nn3c(nnc3C(F)(F)F)SC2)cc1	-8	-5	5

A draw from above in order of length of the SMILES, highest first.
SMILES	mcGAS lum	hcGAS inh	NPYLR7 agonist
CCCN(CC(=O)N1CCc2sccc2C1c1ccc(C(C)(C)C)cc1)C(=O)C(Cl)c1ccccc1 (stereo not given)	2	9	-11
COc1ccccc1-n1c(SCc2nc(C(=O)O)cs2)nnc1-c1cccnc1	·	-6	1
CCC(C)(C(=O)NC1CCCC1)N(CC1CCCO1)C(=O)c1cnccn1 (stereo not given)	·	6	2
COc1ccc(N2C=C3C(=O)c4ccccc4OC3SCC2=O)cc1 (stereo not given)	·	-5	-6
Cc1cc(C)cc(-c2nc3ccccn3c2NC(=O)CCCCl)c1	-8	-8	-2

The list goes on.
SMILES	mcGAS lum	hcGAS inh	NPYLR7 agonist
Brc1cc(CNC2C3CCCC2CN(C2CC2)C3)cs1 (stereo not given)	-4	1&-13	-5&6
CCOCCCNC(=O)c1cc(NC(=O)Nc2cccc(CC)c2)ccc1N1CCCCC1	-4	0	3
CC(CO)CN(Cc1ccccc1)C(=O)Cc1ccc(O)c(Cl)c1 (stereo not given)	-8	1	-1
Cc1ccc(-c2cc3c(=O)n(CC(=O)Nc4cccc(C(F)(F)F)c4)ncn3n2)cc1C	-8	-6	-9
CCCCCNC(=O)c1nnn(-c2ccc(C)cc2)c1-c1cccnc1	-5	-5	0
Cc1cnn(CCNC(C)CC(=O)Nc2ccccc2)c1 (stereo not given)	·	-5	5
Nc1cccc(-c2nc3ncccc3[nH]2)c1	·	-3	-3
Cc1cc2ncc(C(=O)N[C@@H](Cc3ccccc3)C(N)=O)c(C)n2n1	-5	-5	3
O=C(NC(C(=O)N1CCSCC1)c1ccccc1)c1ccccc1 (stereo not given)	·	-16	6
COc1ccc2cc(CNC(=O)C3=COCCO3)ccc2c1	·	-3	-1
Cc1ccc(NC(=O)c2nc(-c3cn(-c4ccc(F)cc4)nn3)no2)cc1C	·	1	-9
Cc1nnc(NC(=O)CSc2nnc(CNC(=O)c3ccco3)n2-c2ccc(F)cc2)s1	3	-1	-16
CC(=O)c1cc(CCC(=O)NC(c2ccc(F)cc2)C(C)C)oc1C (stereo not given)	·	-5	7
CCOC(=O)c1c(NC(=O)C23CC4CC(CC(C4)C2)C3)sc(C(=O)N2CCCCC2)c1C	-5	0	12
OCC1CCN(C2CCCN(Cc3ccccc3C#Cc3ccccc3)C2)CC1 (stereo not given)	-12	-8	-2
COc1cc(C)c(S(=O)(=O)NCC2(C(N)=O)CCOCC2)cc1OC	·	-3	6
